Bioassay records (PubChem BioAssay)
M5 antag – human M5 muscarinic receptor antagonists, primary screen, CHO cells, Fluo-8 calcium fluorescence | AID 624040, 2012 | hit rate 0.59% among 360,000 | inhibition, % at 3 µM | CHO-hM5 cells, ACh EC80 | Muscarinic acetylcholine receptor M5 (Homo sapiens), P08912;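 active means inhibition above a per-plate cutoff, the mean of that plate's test compounds plus 3 SD, cut at about 27% in these data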;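 further: 0% = acetylcholine EC80 with DMSO and 100% = DMSO without agonist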
Target sequence (P08912 whole entry, looked up): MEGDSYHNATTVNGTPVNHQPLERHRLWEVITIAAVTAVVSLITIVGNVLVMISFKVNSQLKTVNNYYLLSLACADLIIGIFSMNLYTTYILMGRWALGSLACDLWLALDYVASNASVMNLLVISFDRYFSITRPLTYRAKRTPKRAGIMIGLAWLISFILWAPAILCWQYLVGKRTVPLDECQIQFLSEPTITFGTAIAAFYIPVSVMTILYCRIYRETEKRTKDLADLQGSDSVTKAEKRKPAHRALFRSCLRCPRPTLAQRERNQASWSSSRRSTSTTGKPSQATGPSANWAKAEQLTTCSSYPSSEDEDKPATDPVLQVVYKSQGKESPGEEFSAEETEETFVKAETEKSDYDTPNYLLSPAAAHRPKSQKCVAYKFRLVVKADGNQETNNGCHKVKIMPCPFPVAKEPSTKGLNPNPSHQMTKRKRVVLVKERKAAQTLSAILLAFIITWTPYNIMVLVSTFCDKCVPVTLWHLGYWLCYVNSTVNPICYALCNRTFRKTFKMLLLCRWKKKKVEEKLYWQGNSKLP
M1 ag parental – counter-screen for M1 agonists: effect in parental CHO-K1 cells; Fluo-8 calcium fluorescence; scaled to maximal ATP response, vehicle zero; activation, % at 3 µM; hit rate 0.48% among 360,000; AID 602248, 2012; in the data active means activation above about 15%;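 further: untransfected CHO-K1 host cells lacking M1 receptor as counterscreen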
CHO-K1 Ca antag – counter-screen for M1 antagonists: effect in parental CHO-K1 cells | ATP-induced calcium, Fluo-8 fluorescence | inhibition, % at 3 µM | hit rate 0.6% among 360,000;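 active means inhibition above a per-plate cutoff, the plate's mean sample inhibition plus 3 SD, cut at about 24% in these data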;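 further: 0% = DMSO plus EC80 ATP and 100% = DMSO alone without ATP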
CHRM4 PAM – human M4 muscarinic receptor positive allosteric modulators, primary screen, CHO-K1 cells, Fluo-8 calcium fluorescence | Muscarinic acetylcholine receptor M4 (Homo sapiens), P08173 | CHO-K1 hM4/Gqi5, ACh EC20; 0% = ACh EC20, 100% = maximal ACh | activation, % at 3 µM | hit rate 0.4% among 360,000 | AID 624126, 2012;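 active means activation above its plate's cutoff, the mean activation of sample wells plus 3 SD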; further: some results filed as inactive read as strong as hits
Target sequence (P08173 whole entry, looked up): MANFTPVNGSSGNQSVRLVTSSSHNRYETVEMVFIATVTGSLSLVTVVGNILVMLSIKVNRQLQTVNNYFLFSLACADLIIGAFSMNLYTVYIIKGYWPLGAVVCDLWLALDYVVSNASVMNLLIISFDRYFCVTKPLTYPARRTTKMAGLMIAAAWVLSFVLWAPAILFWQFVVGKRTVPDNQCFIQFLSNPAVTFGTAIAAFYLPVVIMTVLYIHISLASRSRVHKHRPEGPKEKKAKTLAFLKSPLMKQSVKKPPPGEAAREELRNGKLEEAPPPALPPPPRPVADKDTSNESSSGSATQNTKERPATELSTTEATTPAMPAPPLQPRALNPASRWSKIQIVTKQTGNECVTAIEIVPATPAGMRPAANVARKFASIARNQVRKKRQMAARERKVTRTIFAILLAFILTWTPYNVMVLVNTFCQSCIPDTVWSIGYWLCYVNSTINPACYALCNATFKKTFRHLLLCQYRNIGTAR
M4 ag – human M4 muscarinic receptor agonists, primary screen, CHO-K1 cells, Fluo-8 calcium fluorescence | hit rate 0.14% among 360,000 | AID 624127, 2012 | Muscarinic acetylcholine receptor M4 (Homo sapiens), P08173 | CHO-K1 hM4/Gqi5; vehicle 0%, full acetylcholine response 100% | activation, % at 3 µM;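 active means activation above the run mean over all test wells plus 3 SD, cut at about 32% in these data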;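 further: peak over basal fluorescence ratio per well then scaled between controls; 0% = DMSO wells and 100% = acetylcholine at EC100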
CHO-K1 Ca PAM – nonselective calcium activators in parental CHO-K1 cells, primary screen, counter-screen for M1 PAM project, cell-based, Fluo-8 calcium fluorescence, full deck, 1536-well | ATP EC20; 0% at ATP EC20, 100% at ATP max | AID 602247, 2012 | activation, % at 3 µM | hit rate 0.02% among 360,000;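 active means activation above the run cutoff, the mean activation of all test compounds plus 3 SD, cut at about 40% in these data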;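 further: peak over basal fluorescence ratio in a 140 s read after ATP addition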
M5 PAM – human M5 muscarinic receptor positive allosteric modulators, primary screen, CHO-K1 cells, Fluo-8 calcium fluorescence | Muscarinic acetylcholine receptor M5 (Homo sapiens), P08912 | CHO-K1 hM5, ACh EC20 PAM; 0% = ACh EC20, 100% = ACh EC100 | activation, % at 3 µM | hit rate 0.3% among 360,000;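 active means activation above the run cutoff, the mean activation of all test compounds plus 3 SD, cut at about 18% in these data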
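System – CHO-K1 hM5 cells · Compound – 3 µM, single dose · Incubation – compound preincubation 140 s before EC20 acetylcholine addition · Technique – Fluo-8 calcium fluorescence · Measure – Max/basal fluorescence ratio as % of EC20–EC100 ACh window · Benchmarks – low control EC20 acetylcholine (0%), high control EC100 acetylcholine (100%) · Replication – singlicate, one well per test compound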
M4 antag – human M4 muscarinic receptor antagonists, primary screen, CHO cells, Fluo-8 calcium fluorescence | Muscarinic acetylcholine receptor M4 (Homo sapiens), P08173 | CHO-hM4 cells, ACh EC80 | inhibition, % at 3 µM | hit rate 0.73% among 360,000;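 active means inhibition above its plate's cutoff, the mean inhibition of sample wells plus 3 SD, cut at about 27% in these data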;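 further: 0% = acetylcholine EC80 with DMSO and 100% = DMSO without agonist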
CHRM5 agonist – human M5 muscarinic receptor agonists, primary screen, CHO-K1 cells, Fluo-8 calcium fluorescence | hit rate 0.19% among 360,000 | AID 624037, 2012 | Muscarinic acetylcholine receptor M5 (Homo sapiens), P08912 | CHO-K1 hM5 cells; 0% DMSO wells, 100% maximal acetylcholine response | activation, % at 3 µM;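 active means activation above the run's mean over test compounds plus 3 SD, cut at about 23% in these data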;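 further: signal is peak over basal fluorescence ratio across the kinetic read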
The depositor's hits bear a star.

What do the screens show for `[O-][N+](=Cc1c(Cl)cccc1Cl)CC1(O)CCCCC1`?
M5 antag: -2; M1 ag parental: -0.1; CHO-K1 Ca antag: 15; CHRM4 PAM: 3; M4 ag: 0; CHO-K1 Ca PAM: -5; M5 PAM: -3; M4 antag: -4; CHRM5 agonist: 0

How did c1ccc(SC23CCCCN(CCC2)[C@]32CO2)cc1 (some centres undefined) do in these assays?
M5 antag: 3; M1 ag parental: -0.8; CHO-K1 Ca antag: -4; CHRM4 PAM: -3; M4 ag: -2; CHO-K1 Ca PAM: -1; M5 PAM: 1; M4 antag: 7; CHRM5 agonist: -8

How did Cn1cc(C(=O)NC2C3CC4CC(C3)CC2C4)cn1 (centres undefined) do in these assays?
M5 antag: -1; M1 ag parental: 0.4; CHO-K1 Ca antag: -10; CHRM4 PAM: 0; M4 ag: 1; CHO-K1 Ca PAM: 23; M5 PAM: -4; M4 antag: -3; CHRM5 agonist: 1

What do the screens show for `C=CCNC(=O)c1ccccc1NC(=O)C1CCN(S(=O)(=O)c2ccc(SC)cc2)CC1`?
M5 antag: 14; M1 ag parental: 0.7; CHO-K1 Ca antag: 1; CHRM4 PAM: -4; M4 ag: 4; CHO-K1 Ca PAM: -6; M5 PAM: 0; M4 antag: -9; CHRM5 agonist: 0

Results for CCN(CC)CCn1c2c(c(SCC(=O)Nc3cccc4ccccc34)nc1=O)CCCC2 ?
M5 antag: 4; M1 ag parental: 0.5; CHO-K1 Ca antag: -6; CHRM4 PAM: -5; M4 ag: 3; CHO-K1 Ca PAM: 3; M5 PAM: -6; M4 antag: 5; CHRM5 agonist: -9

What do the screens show for `COc1cc(/C=N\Nc2nc3ccccc3[nH]2)cc(OC)c1OC`?
M5 antag: -3; M1 ag parental: 0.3; CHO-K1 Ca antag: -9; CHRM4 PAM: 3; M4 ag: 3; CHO-K1 Ca PAM: 2; M5 PAM: -1; M4 antag: -7; CHRM5 agonist: 0

How did CC(C)c1ccc(S(=O)(=O)c2nnn3c2nc(N2CCCCC2)c2ccccc23)cc1 do in these assays?
M5 antag: 0; M1 ag parental: 0.4; CHO-K1 Ca antag: -11; CHRM4 PAM: -4; M4 ag: -1; CHO-K1 Ca PAM: 24; M5 PAM: -1; M4 antag: 12; CHRM5 agonist: -2

What do the screens show for `CCOc1ccc(NC(=O)CN(C)CC(=O)Nc2ccccc2SC)cc1OCC`?
M5 antag: -3; M1 ag parental: 1.3; CHO-K1 Ca antag: -10; CHRM4 PAM: 12; M4 ag: 1; CHO-K1 Ca PAM: 17; M5 PAM: 3; M4 antag: -7; CHRM5 agonist: 0

What do the screens show for `CCC1(c2ccccc2)C(=O)N(C(=O)OC(C)(C)C)N1C(=O)OC(C)(C)C` (centres undefined)?
M5 antag: -10; M1 ag parental: -0.2; CHO-K1 Ca antag: -22; CHRM4 PAM: 13; M4 ag: 3; CHO-K1 Ca PAM: 0; M5 PAM: 6; M4 antag: -18; CHRM5 agonist: 0

How did CC(C)[C@H](NC(=O)C1CCN(S(=O)(=O)c2ccccc2)CC1)C(=O)NCc1ccco1 do in these assays?
M5 antag: -5; M1 ag parental: 1.4; CHO-K1 Ca antag: -6; CHRM4 PAM: 8; M4 ag: 2; CHO-K1 Ca PAM: 23; M5 PAM: 3; M4 antag: -1; CHRM5 agonist: -4

Results for CC12CN(C(=S)Nc3ccccc3)CC(C)(CN(C(=S)Nc3ccccc3)C1)C2=O ?
M5 antag: -7; M1 ag parental: 1.1; CHO-K1 Ca antag: -8; CHRM4 PAM: 6; M4 ag: 1; CHO-K1 Ca PAM: 14; M5 PAM: 0; M4 antag: 2; CHRM5 agonist: -1

What do the screens show for `CCN(CC)CCN1C(=O)c2oc3ccccc3c(=O)c2C1c1ccc(F)cc1` (centres undefined)?
M5 antag: -4; M1 ag parental: 0.7; CHO-K1 Ca antag: -18; CHRM4 PAM: 6; M4 ag: 1; CHO-K1 Ca PAM: 9; M5 PAM: 1; M4 antag: 2; CHRM5 agonist: -2

Results for Cc1ccc(CC2SC(=Nc3ccccc3)N(c3ccccc3)C2=O)cc1 (centres undefined) ?
M5 antag: 7; M1 ag parental: 2.4; CHO-K1 Ca antag: -6; CHRM4 PAM: 1; M4 ag: 0; CHO-K1 Ca PAM: 11; M5 PAM: -10; M4 antag: -10; CHRM5 agonist: -3

What do the screens show for `Cc1cc2occ(CC(=O)N(C)CC(=O)Nc3ccccc3Br)c2cc1C`?
M5 antag: 6; M1 ag parental: 3.9; CHO-K1 Ca antag: -1; CHRM4 PAM: 0; M4 ag: 4; CHO-K1 Ca PAM: 4; M5 PAM: -14; M4 antag: -4; CHRM5 agonist: -3

How did CC(=O)c1c(C)[nH]c(C(=O)COc2ccc3ccc(=O)oc3c2)c1C do in these assays?
M5 antag: -6; M1 ag parental: 7.1; CHO-K1 Ca antag: -4; CHRM4 PAM: -2; M4 ag: 17; CHO-K1 Ca PAM: -5; M5 PAM: -4; M4 antag: -11; CHRM5 agonist: 1

How did O=c1[nH]c2cc3c(cc2cc1CN(Cc1ccco1)C(=S)NCC1CCCO1)OCCO3 (centres undefined) do in these assays?
M5 antag: -2; M1 ag parental: 0.2; CHO-K1 Ca antag: 3; CHRM4 PAM: -2; M4 ag: 3; CHO-K1 Ca PAM: -3; M5 PAM: -11; M4 antag: -7; CHRM5 agonist: -4

What do the screens show for `COCCOC(=O)C1=C(C)NC2=C(C(=O)CC(c3cccs3)C2)C1c1ccsc1` (centres undefined)?
M5 antag: -3; M1 ag parental: 1.6; CHO-K1 Ca antag: 1; CHRM4 PAM: 13; M4 ag: 4; CHO-K1 Ca PAM: 7; M5 PAM: -1; M4 antag: 8; CHRM5 agonist: -2

How did CCOC(=O)[C@H]1[C@H]2COc3ccc(OC)cc3[C@@H]2N2C(=O)CN(CCc3c[nH]c4ccccc34)C(=O)[C@@]12C do in these assays?
M5 antag: 5; M1 ag parental: 5.4; CHO-K1 Ca antag: -17; CHRM4 PAM: -1; M4 ag: 11; CHO-K1 Ca PAM: 8; M5 PAM: -13; M4 antag: -4; CHRM5 agonist: 5

Results for CCCC(C)c1nnc(NC(=O)C2CC(=O)N(c3ccc(OCC)cc3)C2)s1 (centres undefined) ?
M5 antag: 7; M1 ag parental: 0.9; CHO-K1 Ca antag: -4; CHRM4 PAM: 1; M4 ag: 0; CHO-K1 Ca PAM: 6; M5 PAM: -1; M4 antag: 2; CHRM5 agonist: -3

How did COc1ccc(S(=O)(=O)N2CCOCC2)cc1NC(=O)C1CC(=O)N(c2ccc3c(c2)OCCO3)C1 (centres undefined) do in these assays?
M5 antag: -5; M1 ag parental: -0.1; CHO-K1 Ca antag: -9; CHRM4 PAM: -1; M4 ag: 0; CHO-K1 Ca PAM: -5; M5 PAM: -3; M4 antag: -6; CHRM5 agonist: 1

Looked up one by one from above (three):
Results for CCN(CC)CCn1c2c(c(SCC(=O)Nc3cccc4ccccc34)nc1=O)CCCC2 ?
M5 antag: 4; M1 ag parental: 0.5; CHO-K1 Ca antag: -6; CHRM4 PAM: -5; M4 ag: 3; CHO-K1 Ca PAM: 3; M5 PAM: -6; M4 antag: 5; CHRM5 agonist: -9

Results for CCCC(C)c1nnc(NC(=O)C2CC(=O)N(c3ccc(OCC)cc3)C2)s1 (centres undefined) ?
M5 antag: 7; M1 ag parental: 0.9; CHO-K1 Ca antag: -4; CHRM4 PAM: 1; M4 ag: 0; CHO-K1 Ca PAM: 6; M5 PAM: -1; M4 antag: 2; CHRM5 agonist: -3

What do the screens show for `C=CCNC(=O)c1ccccc1NC(=O)C1CCN(S(=O)(=O)c2ccc(SC)cc2)CC1`?
M5 antag: 14; M1 ag parental: 0.7; CHO-K1 Ca antag: 1; CHRM4 PAM: -4; M4 ag: 4; CHO-K1 Ca PAM: -6; M5 PAM: 0; M4 antag: -9; CHRM5 agonist: 0

Next section:
How did COC(=O)Cn1c(=NC(=O)CN2C(=O)CCC2=O)sc2cc(S(N)(=O)=O)ccc21 do in these assays?
M5 antag: 0; M1 ag parental: 0.1; CHO-K1 Ca antag: 4; CHRM4 PAM: 1; M4 ag: 0; CHO-K1 Ca PAM: 1; M5 PAM: 2; M4 antag: -9; CHRM5 agonist: -2

Results for C(=N/Nc1nccs1)/c1cccnc1 ?
M5 antag: 4; M1 ag parental: 12; CHO-K1 Ca antag: 1; CHRM4 PAM: -2; M4 ag: 0; CHO-K1 Ca PAM: 20; M5 PAM: 5; M4 antag: -3; CHRM5 agonist: -1

How did CC(C)OC(=O)NCCOC(=O)Nc1ccc(Cl)c(Cl)c1 do in these assays?
M5 antag: 23; M1 ag parental: 6.0; CHO-K1 Ca antag: 17; CHRM4 PAM: -6; M4 ag: 7; CHO-K1 Ca PAM: 8; M5 PAM: -12; M4 antag: 9; CHRM5 agonist: -10

Results for Cc1sc2nc(C3CC3)nc(N3CCN(C(=O)c4ccc(Cl)cc4)CC3)c2c1C ?
M5 antag: 10; M1 ag parental: -0.8; CHO-K1 Ca antag: -17; CHRM4 PAM: 37*; M4 ag: 0; CHO-K1 Ca PAM: -6; M5 PAM: -7; M4 antag: -24; CHRM5 agonist: -4

Results for Cc1noc(C)c1CSc1nc2ccccc2c(=O)n1-c1ccc(Cl)cc1 ?
M5 antag: 9; M1 ag parental: 0.1; CHO-K1 Ca antag: -24; CHRM4 PAM: -8; M4 ag: 0; CHO-K1 Ca PAM: 15; M5 PAM: -9; M4 antag: 10; CHRM5 agonist: -5

Results for Cc1ccc(S(=O)(=O)N(CC(=O)NC2CCCC2)c2cccc(C)c2)cc1 ?
M5 antag: -5; M1 ag parental: -0.1; CHO-K1 Ca antag: -11; CHRM4 PAM: -8; M4 ag: -2; CHO-K1 Ca PAM: 15; M5 PAM: 1; M4 antag: 6; CHRM5 agonist: -6

What do the screens show for `Cc1c(C(=O)N/N=C/c2ccc(N3CCOCC3)cc2)nc2ccccn12`?
M5 antag: 6; M1 ag parental: 0.5; CHO-K1 Ca antag: 12; CHRM4 PAM: -9; M4 ag: 0; CHO-K1 Ca PAM: -15; M5 PAM: -3; M4 antag: 0; CHRM5 agonist: 1
